OX1R FRET antag = OX1R (human) antagonism. OX1R-expressing cells, FRET antagonist read-out. hit rate 1.8% among 330,000. AID 485270. inhibition, % at 6.6 µM; in the data active = inhibition mostly above about 38%, no sharp cut-off; inactive = mostly below about 40%;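 also: 0% = agonist challenge alone and 100% = reference antagonist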
Target sequence (O43613 whole entry, looked up): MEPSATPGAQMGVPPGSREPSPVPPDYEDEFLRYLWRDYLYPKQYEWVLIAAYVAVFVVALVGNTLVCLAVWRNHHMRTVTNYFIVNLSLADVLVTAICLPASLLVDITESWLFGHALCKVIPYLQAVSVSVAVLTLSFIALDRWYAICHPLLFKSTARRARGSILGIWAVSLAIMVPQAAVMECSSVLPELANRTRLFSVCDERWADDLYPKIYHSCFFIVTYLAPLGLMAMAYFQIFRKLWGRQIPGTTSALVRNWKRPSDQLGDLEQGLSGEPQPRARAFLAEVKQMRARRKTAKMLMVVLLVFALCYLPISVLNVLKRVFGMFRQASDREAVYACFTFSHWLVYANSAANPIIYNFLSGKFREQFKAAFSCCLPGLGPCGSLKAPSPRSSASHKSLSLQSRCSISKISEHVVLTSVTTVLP
STK33 kinase inh = human STK33 kinase inhibition. Q9BYT3. purified STK33, MBP phosphorylation, ADP-Glo luminescence. inhibition, % at 10 µM. hit rate 0.073% among 320,000;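 active = inhibition at or above 25%, using the most active replicate where run in duplicate; inactive = inhibition below 25%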
Target sequence (Q9BYT3 whole entry, looked up): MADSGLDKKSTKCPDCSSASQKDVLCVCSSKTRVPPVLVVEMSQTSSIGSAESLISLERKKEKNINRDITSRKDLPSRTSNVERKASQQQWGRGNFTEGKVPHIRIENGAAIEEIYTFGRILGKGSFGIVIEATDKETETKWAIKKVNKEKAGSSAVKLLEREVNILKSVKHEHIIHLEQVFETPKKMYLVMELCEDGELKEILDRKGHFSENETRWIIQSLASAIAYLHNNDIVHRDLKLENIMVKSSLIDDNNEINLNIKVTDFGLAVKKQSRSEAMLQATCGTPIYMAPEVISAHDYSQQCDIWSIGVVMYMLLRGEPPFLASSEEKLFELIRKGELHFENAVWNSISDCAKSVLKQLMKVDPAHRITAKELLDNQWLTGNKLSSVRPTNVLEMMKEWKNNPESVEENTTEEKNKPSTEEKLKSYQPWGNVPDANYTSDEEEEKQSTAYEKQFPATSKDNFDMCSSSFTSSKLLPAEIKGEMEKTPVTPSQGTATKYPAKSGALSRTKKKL
Active calls of the source: *; / = no result given.

SMILES | OX1R FRET antag | STK33 kinase inh
O=C(NCc1ccc(F)cc1)c1c2c(nc3ccccc13)CCC2 | 28 | 0.7
O=C(NC1CCCCC1)C(c1ccccc1)N1CCC2(CC1)OCCO2 (stereo unspecified) | 8 | -2.5
CCOC(=O)C1Nc2ccc(OC(F)(F)F)cc2C2C=CCC12 (stereo unspecified) | 20 | 1.5
CSC1=N/C(=C\c2ccc(C)o2)C(=O)S1 | 25 | 0.1
O=C(O)CCNc1nc(-c2ccccc2)c2cc(Br)ccc2n1 | / | -1.8
CC(C)(C)NC(=O)N1CCC(CO)(Cc2ccccc2Cl)CC1 | 17 | /
COc1ccc(NC(=O)CNC(=O)Cc2cccc3ccccc23)cc1 | 5 | -0.3
CCN(CC)C(=O)Cn1cnc2sc(C(=O)NCCCN3CCOCC3)c(C)c2c1=O | 13 | 2.9
Cc1cc(N2CCCC2)c(C)cc1C=O | 15 | 0.7
O=C(Nc1ccccc1)Nc1ccc2c(c1)CCC2 | / | -0.3
COc1ccc(CN2CCN(C(=O)Cn3ncn4cccc4c3=O)CC2)c(OC)c1OC | 12 | -0.8
O=C(NNC(=O)C1CCC1)c1ccccc1F | 2 | -0.6
CC1c2nc3ccccc3n2C(CC(=O)NCCCN2CCOCC2)C(=O)N1Cc1ccccc1 (stereo unspecified) | 10 | -4.6
CCOC(=O)C1(Cc2cccc(OC)c2)CCN(Cc2ccc(OC)c(OC)c2)CC1 | 6 | -1.5
CCN(C(=O)CSc1nnnn1-c1ccc(Cl)cc1)C1CCS(=O)(=O)C1 (stereo unspecified) | 6 | -1.1
CN(CC(=O)Nc1ccccc1Br)CC(=O)Nc1ccccc1-c1ccccc1 | 4 | 0.3
CC(c1ccc(F)cc1)n1c(-c2cccs2)n[nH]c1=S (stereo unspecified) | 17 | -0.4
Cn1c(NC(=O)c2ccco2)cc(=O)n(C)c1=O | 0 | -0.6
Cc1c(Cl)cccc1NC(=S)N(CCN(C)C)C(C)c1ccccn1 (stereo unspecified) | 7 | 0.7
COc1ccc(S(=O)(=O)Nc2ccc(NC(C)=O)cc2)cc1OC | 6 | 1.1
CCOC(=O)N/N=C/c1cn(Cc2ccc(Cl)cc2)c2ccccc12 | 2 | -0.1
Cc1ccc(/C=C2/Sc3ccccc3N(CC(=O)NCC3CCCO3)C2=O)cc1 (stereo unspecified) | 77* | 1.6
CCOc1cc(C(=O)Nc2ccc(S(=O)(=O)N3CCOCC3)cc2)cc(OCC)c1OCC | 8 | 0.1
CCOC(=O)c1cc(-c2ccc(F)cc2)n(CCC(=O)NC2CCN(Cc3ccccc3)CC2)c1C | 14 | -0.5
O=C(NCC1CCCO1)c1ccc(S(=O)(=O)Nc2ccccc2F)cc1 (stereo unspecified) | 6 | 0.0
Remaining list, next part
SMILES | OX1R FRET antag | STK33 kinase inh
COc1ccc(C(NC=O)c2cc(OC)c(OC)cc2Br)cc1OC (stereo unspecified) | 18 | 1.7
C=CCOC(=O)C1=C(C)Nc2nnnn2C1c1cccs1 (stereo unspecified) | 14 | 1.5
COc1ccccc1CNC(=O)[C@H](C)NC(=O)[C@@H]1Cc2ccccc2CN1 | 14 | -0.2
O=C1COc2ccc(C(=O)COC(=O)/C=C/c3ccco3)cc2N1 | 1 | 0.2
Cc1ccc(C(=O)O/N=C\c2ccc(N3CCCCC3)c([N+](=O)[O-])c2)cc1 | 26 | -2.9
Cc1ccc(C)c(OCCC(=O)OCC(=O)Nc2cc(S(=O)(=O)N3CCOCC3)ccc2C)c1 | 13 | -1.0
CC1CCN(S(=O)(=O)c2cccc3cccnc23)CC1 | 0 | -1.7
O=C(CSCc1cc(=O)n2ccsc2n1)Nc1ccc(F)cc1 | 1 | -0.6
CCc1c(C(=O)NCc2ccccc2Cl)[nH]c(C)c1C(C)=O | 9 | -0.7
Cc1ccc(C(=O)OC(C)C(=O)Nc2ccc(Cl)cn2)s1 (stereo unspecified) | 3 | -0.6
Cc1cc(C)n(-c2nc3ccccc3s2)n1 | 10 | 0.5
COCc1cc(C)nc(SCc2ccccc2Cl)c1C#N | -3 | 2.5
CC1CCCN(C(=O)CCNC(=O)c2ccccc2Cl)C1 (stereo unspecified) | 6 | 1.8
Cc1ccccc1/C=C\c1nc2ccccc2c(=O)[nH]1 | 23 | -1.2
Cc1nc(-c2ccc(F)cc2)c(CC(=O)NCC(=O)Nc2ccc(F)c(F)c2)s1 | 10 | 6.8
O=C(COc1ncnc2ccccc12)N1CCOCC1 | 12 | 0.1
CCOc1ccc(NS(=O)(=O)c2ccc(NC(=O)c3ccccc3C(=O)O)cc2)cc1 | 12 | -1.8
O=C(O)C1CC(O)CN1C(=O)c1ccco1 (stereo unspecified) | 5 | -1.1
COc1ccc(CCNC(=O)C2CCN(S(=O)(=O)N3CCC4(CC3)OCCO4)CC2)cc1OC | 17 | -0.2
COC(=O)C1[C@H]2SC(C)(C)C(C(=O)OC)N2C(=O)N1Cc1nc2ccccc2s1 (stereo partly specified) | 24 | 0.2
CCOc1ccccc1C(=O)Nc1ccc(NC(=O)c2ccccc2)cc1 | 16 | 2.1
COc1cccc2cc(C(=O)NCCC3=CCCCC3)c(=O)oc12 | 12 | -1.4
Cc1[nH]oc(=O)c1N=Nc1ccc2[nH]c(=O)[nH]c2c1 | 29 | 0.8
CCn1c(SCC(=O)Nc2ccc(C(=O)OC)cc2)nc2cccnc21 | 42 | -1.1
COc1ccc(NC(=O)CSc2ccc(-c3ccccn3)nn2)cc1OC | 17 | /
Further compounds:
SMILES | OX1R FRET antag | STK33 kinase inh
Cc1ccc(S(=O)(=O)N2CCOCC2)cc1NC(=O)COC(=O)c1ccccc1OCc1c(C)noc1C | 11 | 0.6
C/C(=N\NC(=O)Cc1cc(=O)[nH][nH]1)c1cccc([N+](=O)[O-])c1 | 27 | -0.3
O=C(NCCN1CCCOC1=O)C(=O)NCCN1CCCOC1=O | 6 | -2.5
COc1ccc(-n2c(=S)[nH]c3cc(C(=O)NCCCN4CCCC4=O)ccc3c2=O)c(OC)c1 | 10 | -0.5
CC1(C)OC(=O)C(=Cc2ccc(-c3ccc(S(N)(=O)=O)cc3)o2)C(=O)O1 | 38 | -1.3
COc1ccc(NC(=O)Cc2cccc(F)c2)cc1S(=O)(=O)Nc1ccccc1Cl | 11 | 0.7
S=C1NC(C23CC4CC(CC(C4)C2)C3)=CC(c2ccc3c(c2)OCO3)N1 (stereo unspecified) | 20 | -1.6
O=C(O)c1ccc(S(=O)(=O)N2CCC(c3nc(-c4ccccc4Cl)no3)CC2)cc1 | 2 | -0.7
Cc1cc(C)n2nc(S(=O)(=O)NCCc3ccccc3)nc2n1 | 12 | 0.6
O=C(CSc1nnc(CNC(=O)c2cccs2)o1)Nc1ccc2c(c1)OCO2 | -1 | -1.4
Cc1cc(C)nc(SCC(=O)Nc2ncc(Cc3cccc(Cl)c3Cl)s2)n1 | 11 | -1.3
O=C(CCN1C(=O)c2ccccc2C1=O)Nc1ccccc1C(F)(F)F | 7 | -6.2
CCCOc1ccc(/C(O)=C2/C(=O)C(=O)N(CCN(C)C)C2c2ccncc2)cc1 (stereo unspecified) | 35 | -0.1
Cc1nc(C)c(-c2ccc(SCc3ccc(Cl)cc3)nn2)s1 | 27 | -0.3
Cc1cc(/C=N/NC(N)=S)c(C)n1-c1ccc(Cl)cc1 | 8 | 0.1
O=C(O)CSCC(=O)N1CCN(c2cc(C(F)(F)F)nc3ccccc23)CC1 | 3 | -0.5
O=C(COc1ccc(S(=O)(=O)NC2CCCCC2)cc1Cl)Nc1ccc2c(c1)OCO2 | 9 | -3.1
CCc1ccc(-n2c(=O)c3c(C)c(C)sc3n(CC(=O)NCC3CCCO3)c2=O)cc1 (stereo unspecified) | 20 | -1.1
Cc1ccccc1N1CCN(c2ncnc3c2cnn3Cc2ccc(Cl)cc2)CC1 | 21 | 0.7
O=C(NCCCCc1ccccc1)C1CC(c2ccccc2C(F)(F)F)=NO1 (stereo unspecified) | 12 | -0.1
Cc1nc(Cl)c2c(n1)NC(=O)CO2 | 5 | -1.0
Cc1ccccc1OC(C)C(=O)Nc1ccc(S(=O)(=O)N2CCCC2)cc1 (stereo unspecified) | 15 | -1.6
O=C(NCc1nnc(SCC(=O)N2CCOCC2)o1)c1cccs1 | 16 | -0.8
COc1ccc(OC)c(N=Cc2c(O)[nH]c3ccccc23)c1 | 21 | 0.5
Cc1ccc(S(=O)(=O)N(Cc2ccccc2)c2ccccc2C(=O)NCc2ccco2)cc1 | 13 | -2.4
The list goes on.
SMILES | OX1R FRET antag | STK33 kinase inh
CC(O)c1cc2c(s1)c1cnn(Cc3ccccc3F)c(=O)c1n2C (stereo unspecified) | 22 | /
O=C(O)c1ccccc1/C=N/NC(=O)C1CCCC1 | / | -0.5
Cc1c(F)cccc1NS(=O)(=O)c1ccccc1C#N | 20 | 1.4
COc1ccc(-c2cn[nH]c2-c2ccc(OCc3ccc([N+](=O)[O-])cc3)cc2O)cc1OC | 30 | -1.3
COc1ccc(C(=O)N/C(=C/c2ccco2)C(=O)NCc2ccco2)cc1 | 2 | 0.0
CC(=O)Nc1ccc(NC(=O)CSc2nnnn2C2CCCCC2)cc1 | 16 | 1.4
Cc1cccc(NC(=O)CSc2cccc3cccnc23)c1C | 11 | 0.6
Cc1c(C)c2c(OCC(=O)N3CCC(O)CC3)cc3c(c2oc1=O)CCC(C)(C)O3 | 25 | 3.7
O=C(O)c1ccc2c(c1)C(=O)N(c1cccc(S(=O)(=O)Nc3cccc(C(F)(F)F)c3)c1)C2=O | 7 | /
O=C(Cn1c(=O)c(=O)n(Cc2ccccc2)c2ccc(Cl)cc21)NCC1CCCO1 (stereo unspecified) | 18 | 0.4
Cc1cccc(-c2c3c(=O)n(C)c(=O)n(C)c3cn2-c2ccccc2O)c1 | 10 | 0.6
CCOCCCNc1nc2ccccc2[nH]1 | 21 | 0.2
COc1ccccc1NCCC(=O)OCC(=O)NC1CCCCC1 | 8 | -0.8
Cc1cccc(C(=O)NNC(=O)c2ccccc2-n2cccc2)c1 | 8 | 0.1
COc1ccc(-c2csc(/C(C#N)=C\c3ccc(OC)c([N+](=O)[O-])c3)n2)cc1 | 3 | -1.9
CN(C)S(=O)(=O)c1cccc(NC(=S)NN=C(Cc2ccccc2)Cc2ccccc2)c1 | 12 | -0.5
CCOC(=O)c1c(N)sn(-c2ccccc2)c1=S | 38 | 1.2
CCCCN1CC(O)=C(c2nc(-c3ccc(Br)cc3)cs2)C1=N | 21 | -0.9
CCn1c(SCCC#N)nnc1-c1ccncc1 | 17 | 5.2
COc1cccc(NC(=O)Nc2nnc(Cc3ccc(F)cc3)s2)c1 | -3 | -0.5
COc1cc(/C=C/C(=O)Nc2nnc(CC(C)C)s2)cc(OC)c1OC | -4 | 0.0
O=C1/C(=C/c2cccnc2)SC(=S)N1C1CCS(=O)(=O)C1 (stereo unspecified) | 47 | 0.2
COc1cc(OC)cc(C(=O)NCCCN2CCOCC2)c1 | 9 | -2.2
O=C(CCn1c(=S)[nH]c2cc3c(cc2c1=O)OCO3)N1CCc2ccccc2C1 | 11 | -0.6
COC(=O)c1cc(C(=O)NCCC(C)C)cc([N+](=O)[O-])c1 | 28 | -1.8
Other records
SMILES | OX1R FRET antag | STK33 kinase inh
CCC(CC)NC(=O)COC(=O)c1cc(Br)ccc1Cl | 16 | 2.0
CNCCC(=O)N1c2ccccc2CCc2ccc(NC(=O)OC)cc21 | 3 | -2.0
Cc1onc(-c2c(F)cccc2Cl)c1C(=O)c1ccc(F)cc1 | 10 | -2.1
COc1ccc(C(CNC(=S)NCc2ccccc2)N2CCCC2)cc1 (stereo unspecified) | 8 | -0.8
O=C(CC1C(=O)NCCN1Cc1ccc(F)cc1)NCCCn1cccn1 (stereo unspecified) | 10 | 1.2
CC(C)Nc1nc(NC(C)C)nc(N(C)C#N)n1 | 15 | 0.8
COc1ccccc1NS(=O)(=O)c1cc(NC(=O)c2cccnc2)ccc1N1CCCCC1 | 12 | 0.7
Cc1csc(NC(=O)CSc2nnc(-c3ccncc3)o2)n1 | 21 | -0.7
COc1ccc(Cl)cc1S(=O)(=O)N1CCC(C(=O)NCCc2ccccc2)CC1 | 7 | -1.9
COc1ccc(CCN2C(=O)CSC2c2ccc(OC)c(OC)c2)cc1OC (stereo unspecified) | 13 | -0.4
COc1ccc(N=c2oc3c(OC)cccc3cc2C(=O)NCc2ccco2)cc1OC | 9 | -1.8
C/C(=N\Nc1ccc(Cl)c(C(=O)O)c1)c1cc2ccccc2o1 | 14 | -0.5
CCOC(=O)c1c(C)oc2ccc(NS(=O)(=O)c3ccc4c5c(cccc35)C(=O)N4)cc12 | 20 | 0.0
Cc1ccc(C(=O)Oc2ccccc2C(=O)N2CCOCC2)cc1 | 33 | 0.0
O=c1cc(CO)oc(C(Nc2ccccn2)c2ccccc2F)c1O (stereo unspecified) | 5 | -1.4

Among those listed so far, 12 have an aryl thioether with sulfur outside any ring:
SMILES | OX1R FRET antag | STK33 kinase inh
CCN(C(=O)CSc1nnnn1-c1ccc(Cl)cc1)C1CCS(=O)(=O)C1 (stereo unspecified) | 6 | -1.1
COCc1cc(C)nc(SCc2ccccc2Cl)c1C#N | -3 | 2.5
CCn1c(SCC(=O)Nc2ccc(C(=O)OC)cc2)nc2cccnc21 | 42 | -1.1
COc1ccc(NC(=O)CSc2ccc(-c3ccccn3)nn2)cc1OC | 17 | /
O=C(CSc1nnc(CNC(=O)c2cccs2)o1)Nc1ccc2c(c1)OCO2 | -1 | -1.4
Cc1cc(C)nc(SCC(=O)Nc2ncc(Cc3cccc(Cl)c3Cl)s2)n1 | 11 | -1.3
Cc1nc(C)c(-c2ccc(SCc3ccc(Cl)cc3)nn2)s1 | 27 | -0.3
O=C(NCc1nnc(SCC(=O)N2CCOCC2)o1)c1cccs1 | 16 | -0.8
CC(=O)Nc1ccc(NC(=O)CSc2nnnn2C2CCCCC2)cc1 | 16 | 1.4
Cc1cccc(NC(=O)CSc2cccc3cccnc23)c1C | 11 | 0.6
CCn1c(SCCC#N)nnc1-c1ccncc1 | 17 | 5.2
Cc1csc(NC(=O)CSc2nnc(-c3ccncc3)o2)n1 | 21 | -0.7
